SENP7 block: SENP7 protease inhibitors, primary screen, biochemical, luminescence, uHTS; Sentrin-specific protease 7 (Homo sapiens), Q9BQF6; recombinant SENP7, Z-RLRGG-aminoluciferin luminescence, 40 min; inhibition, % at 5 µM; 330,000 compounds, 1.5% hits;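 active means inhibition above about 50% at the single test dose, limit read from the data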;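 further: plate controls were DMSO with enzyme for no effect and no enzyme buffer wells for full effect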
Gli-Sufu block: Gli-Sufu pathway antagonists, primary screen, luciferase luminescence, Sufu-KO-LIGHT cells, uHTS; Sufu-KO-LIGHT fibroblasts, Gli luciferase reporter luminescence; inhibition, % at 5 µM; 340,000 compounds, 0.74% hits; AID 588413, 2011;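 active means inhibition above about 55%, limit read from the data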;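 further: 0% = DMSO-treated cells and 100% = wells with medium but no cells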
697 NFkB inh: inhibitors of PMA/ionomycin-induced NF-kB reporter, 697 cells, primary screen, B-cell NF-kB inhibitor project, cell-based, luminescence, uHTS; AID 435022, 2010; 330,000 compounds, 0.33% hits; inhibition, % at 4 µM; 697 B-cell NF-kB luciferase reporter, 16 h; in the data active means inhibition above about 35%
Jurkat NFkB inh: inhibitors of induced NF-kB luciferase reporter, primary screen, TCR NF-kB activation inhibitor project, cell-based, luminescence, uHTS; Jurkat, PMA/ionomycin-induced NF-kB luciferase reporter; inhibition, % at 4 µM; 330,000 compounds, 0.53% hits; AID 435003, 2010
Apaf1 inhib: inhibitors of human Apaf-1 apoptosome, primary screen, biochemical, DEVD-Rh110 fluorescence, uHTS. reconstituted apoptosome caspase-3 activity. inhibition, % at 20 µM. Apoptotic protease-activating factor 1 (Homo sapiens), O14727. 330,000 compounds, 0.71% hits. AID 489030, 2010; active means inhibition of at least 40% at 20 µM;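 further: plate controls were DMSO wells for no effect and DEVD-CHO caspase inhibitor wells for full effect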
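Material: reconstituted apoptosome with Apaf-1, cytochrome c, caspase-9, procaspase-3, dATP; medium: pH 7.5 Hepes buffer with CHAPS, BSA, DTT; also added: cytochrome c and DEVD-Rh110 substrate; timing: 30 min plus 50 min, RT; signal: Rh110 fluorescence intensity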
UBC13 polyUb: UBC13 polyubiquitin chain formation inhibitors, primary screen, biochemical, TR-FRET, uHTS. inhibition, % at 20 µM. 330,000 compounds, 0.47% hits; in the data active means inhibition above about 45%, passing the limit was not always enough; inconclusive means no clear call, values can overlap the other calls
SENP8 inh: SENP8 protease inhibitors, primary screen, biochemical, luminescence. Sentrin-specific protease 8 (Homo sapiens), Q96LD8. purified SENP8, Z-RLRGG-aminoluciferin cleavage. inhibition, % at 10 µM. AID 2540, 2010. 330,000 compounds, 1.2% hits
HKDC1 inh: HKDC1 hexokinase inhibitors, primary screen, biochemical, fluorescence, uHTS; Q2TB90; recombinant HKDC1, G6PDH/diaphorase resazurin coupled fluorescence; inhibition, % at 20 µM; 340,000 compounds, 0.16% hits;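 active means inhibition above about 35% when tested at 20 µM, limit read from the data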;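 further: plate controls were DMSO wells with enzyme for no effect and DMSO wells lacking enzyme for full effect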
Target sequence (Q2TB90 whole entry, looked up): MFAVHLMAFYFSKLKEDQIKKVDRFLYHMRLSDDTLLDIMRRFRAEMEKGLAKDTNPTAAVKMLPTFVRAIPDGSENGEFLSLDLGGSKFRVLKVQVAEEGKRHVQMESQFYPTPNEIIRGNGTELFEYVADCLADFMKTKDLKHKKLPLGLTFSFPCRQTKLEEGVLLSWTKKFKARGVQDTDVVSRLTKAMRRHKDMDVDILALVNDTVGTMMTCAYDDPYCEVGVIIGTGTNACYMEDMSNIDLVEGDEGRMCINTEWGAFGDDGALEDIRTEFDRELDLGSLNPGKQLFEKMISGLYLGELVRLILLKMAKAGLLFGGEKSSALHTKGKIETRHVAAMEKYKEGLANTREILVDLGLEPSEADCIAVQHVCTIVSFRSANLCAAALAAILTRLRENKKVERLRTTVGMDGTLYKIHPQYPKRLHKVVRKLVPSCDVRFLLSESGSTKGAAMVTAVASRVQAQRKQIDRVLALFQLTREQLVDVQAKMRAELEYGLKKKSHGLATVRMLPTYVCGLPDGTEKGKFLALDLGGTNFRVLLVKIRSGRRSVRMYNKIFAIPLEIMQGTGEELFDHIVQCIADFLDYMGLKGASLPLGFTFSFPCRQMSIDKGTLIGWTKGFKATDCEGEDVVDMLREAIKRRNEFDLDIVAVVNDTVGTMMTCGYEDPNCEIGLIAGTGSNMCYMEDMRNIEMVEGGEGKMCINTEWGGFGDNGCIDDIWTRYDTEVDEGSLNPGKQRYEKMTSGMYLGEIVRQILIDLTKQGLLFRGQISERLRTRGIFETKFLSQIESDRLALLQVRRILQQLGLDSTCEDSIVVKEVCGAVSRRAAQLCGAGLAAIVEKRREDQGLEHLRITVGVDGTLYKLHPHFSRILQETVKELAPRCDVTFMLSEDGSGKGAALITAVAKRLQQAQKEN
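Test system: recombinant HKDC1 (HK5) hexokinase enzyme, produced in-house / Doses: 20 µM test compound, 1% DMSO / Timing: 90 min, room temperature / Detection: G6PDH/diaphorase-coupled fluorescence, 1 mM NADP, 100 µM resazurin, 525/613 nm / Control set: DMSO wells with and without enzyme mix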
An asterisk follows results filed as active; u = inconclusive; x = no result given. Unless noted, no stated cut-off is given here; in the data, active means inhibition above about 50%; inactive means the rest. The order is random; any-hit rate near 3.6%.

(1) COc1ccc2nc(C3CCCCC3)nc(C3CCCCC3)c2c1
(2) O=C(O)CC1(CC(=O)N2CCN(CCO)CC2)CCCC1
(3) COC(=O)c1cc(Br)c(=O)n(CCN2CCOCC2)c1
(4) O=C(NNC(=O)c1cccs1)c1ccc(Cl)cc1
(5) COc1cc(COc2ccc3c(C)c(Cc4ccccc4)c(=O)oc3c2C)cc(OC)c1OC
screen / no.,1,2,3,4,5
SENP7 block,17,3,-6,-2,-5
Gli-Sufu block,8,-4,6,-78,-24
697 NFkB inh,2,-2,-1,-3,-20
Jurkat NFkB inh,18,7,2,-16,2
Apaf1 inhib,14,-22,-16,-7,9
UBC13 polyUb,6,-2,3,6,19
SENP8 inh,-14,4,6,2,-1
HKDC1 inh,0,-7,-5,-5,-3

(6) Cc1ccc(-n2nnnc2CSc2nnc(-c3ccc(O)cc3)o2)cc1
(7) CN(C)c1cc[n+](CC(=O)Nc2ccc(OC(F)F)cc2)cc1
(8) CCCN1CCC(NC(=S)Nc2ccc(C(=O)OCC)cc2)CC1
(9) Cc1ccc(/C=N/c2sc3c(c2C#N)CCCCC3)o1
(10) COc1ccccc1CCC(=O)Nc1nc2ccccc2[nH]1
screen / no.,6,7,8,9,10
SENP7 block,5,-10,-7,0,-16
Gli-Sufu block,2,-6,10,-48,47
697 NFkB inh,-3,-28,13,0,-133
Jurkat NFkB inh,-3,13,-6,3,-50
Apaf1 inhib,-3,3,-4,9,15
UBC13 polyUb,7,-3,10,1,2
SENP8 inh,-2,-3,-4,87*,-16
HKDC1 inh,-5,-5,16,-4,2

(11) COc1cccc(-n2c(=O)c3sccc3n(CC(=O)NCC3CCCO3)c2=O)c1 (centres undefined)
(12) CCOC(=O)N1CCN(C(=O)c2cc(COc3ccc(OC)cc3Cl)on2)CC1
(13) CN(CC1CCCN(CCc2cccc(C(F)(F)F)c2)C1)C(=O)c1ccc2nc[nH]c2c1 (centres undefined)
(14) CCOc1ccc(-n2c(=S)sc3c(=O)[nH]c(SCC(=O)C(C)(C)C)nc32)cc1
(15) CCc1cccc(C)c1NC(=O)C1CCN(C(=O)c2ccc([N+](=O)[O-])cc2)CC1
screen / no.,11,12,13,14,15
SENP7 block,-3,2,-3,-7,-6
Gli-Sufu block,4,-6,18,12,5
697 NFkB inh,-44,-38,-1,15,26
Jurkat NFkB inh,0,-32,-3,-5,5
Apaf1 inhib,13,18,5,29,-10
UBC13 polyUb,-1,-9,6,-37,9
SENP8 inh,9,4,3,0,-3
HKDC1 inh,-1,9,-1,1,-4

(16) CCN1CCN(S(=O)(=O)c2cc(C)c(OC)cc2C)CC1
(17) COc1ccc(NC(=O)Cc2c(O)c3ccccc3[nH]c2=O)cc1
(18) Cn1cc([N+](=O)[O-])c(C(=O)n2cccn2)n1
(19) CC(=O)N1CCOc2ccc(S(=O)(=O)N3CCC(C(=O)Nc4cc(C)cc(C)c4)CC3)cc21
(20) O=[N+]([O-])c1cccc(-c2cnc3ccccc3n2)c1
screen / no.,16,17,18,19,20
SENP7 block,-3,-2,-3,-10,32
Gli-Sufu block,9,1,6,9,-26
697 NFkB inh,-2,18,17,13,-54
Jurkat NFkB inh,5,13,5,21,-58
Apaf1 inhib,-19,-1,-1,6,9
UBC13 polyUb,4,-2,0,9,-8
SENP8 inh,2,-12,6,-15,14
HKDC1 inh,-13,-8,-6,2,-3

(21) O=C(c1cccs1)n1nc(-c2ccccc2)nc1NCc1ccc(F)cc1
(22) Cc1noc(C)c1NC(=O)Nc1cccc2c1O[C@H](CN(C)S(=O)(=O)c1ccc(F)cc1)[C@@H](C)CN([C@H](C)CO)C2=O
(23) CN1CCN(c2ccc(NC(=O)COc3ccccc3)cc2Cl)CC1
(24) COC(=O)c1ccccc1NC(=O)CSc1nnc(C(C)NC(=O)c2ccc(Cl)cc2Cl)n1C (centres undefined)
(25) N=c1ccn(Cc2ccc(F)cc2)cc1
screen / no.,21,22,23,24,25
SENP7 block,1,3,-2,0,3
Gli-Sufu block,-1,31,x,4,0
697 NFkB inh,9,2,-62,-12,-14
Jurkat NFkB inh,-5,9,-96,12,-6
Apaf1 inhib,0,-1,49*,-4,-1
UBC13 polyUb,-8,4,3,3,10
SENP8 inh,-7,2,2,-3,-6
HKDC1 inh,0,-5,-1,11,-4

(26) COc1ccc(-c2csc(Cc3nnc(N4CCOCC4)n3-c3ccccc3)n2)cc1OC
(27) Cc1ccc(S(=O)(=O)NC(=O)NC(C)Cc2ccccc2)cc1 (centres undefined)
(28) COc1ccc(N=Cc2ccc[nH]2)cc1
(29) Cc1ccc(S(=O)(=O)N2CCCC2)cc1C(=O)NCCN1CCOCC1
(30) Cc1ccc(NS(=O)(=O)c2ccccc2[N+](=O)[O-])cc1S(=O)(=O)N1CCCCC1
screen / no.,26,27,28,29,30
SENP7 block,4,3,4,2,-1
Gli-Sufu block,-4,-4,-6,5,5
697 NFkB inh,19,19,20,1,5
Jurkat NFkB inh,-6,1,15,-16,3
Apaf1 inhib,-8,0,-13,11,1
UBC13 polyUb,6,-6,-8,1,15
SENP8 inh,4,-4,-20,0,0
HKDC1 inh,2,0,1,1,-1

9 entries from above, with two lines to a compound.
Screens in order – SENP7 block, Gli-Sufu block, 697 NFkB inh, Jurkat NFkB inh, Apaf1 inhib, UBC13 polyUb, SENP8 inh, HKDC1 inh
#22 Cc1noc(C)c1NC(=O)Nc1cccc2c1O[C@H](CN(C)S(=O)(=O)c1ccc(F)cc1)[C@@H](C)CN([C@H](C)CO)C2=O
    3, 31, 2, 9, -1, 4, 2, -5
#23 CN1CCN(c2ccc(NC(=O)COc3ccccc3)cc2Cl)CC1
    -2, x, -62, -96, 49*, 3, 2, -1
#24 COC(=O)c1ccccc1NC(=O)CSc1nnc(C(C)NC(=O)c2ccc(Cl)cc2Cl)n1C (centres undefined)
    0, 4, -12, 12, -4, 3, -3, 11
#25 N=c1ccn(Cc2ccc(F)cc2)cc1
    3, 0, -14, -6, -1, 10, -6, -4
#26 COc1ccc(-c2csc(Cc3nnc(N4CCOCC4)n3-c3ccccc3)n2)cc1OC
    4, -4, 19, -6, -8, 6, 4, 2
#27 Cc1ccc(S(=O)(=O)NC(=O)NC(C)Cc2ccccc2)cc1 (centres undefined)
    3, -4, 19, 1, 0, -6, -4, 0
#28 COc1ccc(N=Cc2ccc[nH]2)cc1
    4, -6, 20, 15, -13, -8, -20, 1
#29 Cc1ccc(S(=O)(=O)N2CCCC2)cc1C(=O)NCCN1CCOCC1
    2, 5, 1, -16, 11, 1, 0, 1
#30 Cc1ccc(NS(=O)(=O)c2ccccc2[N+](=O)[O-])cc1S(=O)(=O)N1CCCCC1
    -1, 5, 5, 3, 1, 15, 0, -1

Additional compounds
(31) CCCSc1oc(-c2ccco2)nc1S(=O)(=O)c1ccccc1
(32) O=C(NC1CCCCC1)C(c1ccccc1)N1CCOCC1 (centres undefined)
(33) O=[N+]([O-])c1ccc2c(c1)C=C1CCCCC1(N1CCCC1)O2 (centres undefined)
(34) CC(=O)c1c(C)[nH]c(C(=O)Nc2cccc3ccccc23)c1C
(35) COc1ccc(/C=N/NC(=O)c2ccc(Cn3cc([N+](=O)[O-])cn3)o2)c(OC)c1C
screen / no.,31,32,33,34,35
SENP7 block,6,-10,3,-8,-7
Gli-Sufu block,18,1,-3,-2,17
697 NFkB inh,-2,21,4,-1,7
Jurkat NFkB inh,-21,7,0,9,9
Apaf1 inhib,-9,-4,6,13,3
UBC13 polyUb,-4,-1,-4,-7,17
SENP8 inh,-3,-3,1,-11,-3
HKDC1 inh,-7,-3,1,6,-8

(36) CC1=C(C(=O)Nc2cc(C(=O)NCCC(C)C)ccc2C)SCCO1
(37) COC(=O)c1cc(S(=O)(=O)NCCN2CCN(c3ccccc3F)CC2)c[nH]1
(38) CCN1CCN(c2ccc(NC(=O)c3ccccc3F)cc2Cl)CC1
(39) CN(C(=O)c1ccco1)c1nnc(-c2ccc(F)cc2)s1
(40) CC1=C(C(=O)N2CCOCC2)C(c2c(C)cc(C)cc2C)NC(=S)N1 (centres undefined)
screen / no.,36,37,38,39,40
SENP7 block,-5,6,-6,7,-3
Gli-Sufu block,2,3,-50,-77,14
697 NFkB inh,10,11,-20,-97,-7
Jurkat NFkB inh,12,-5,-102,-33,6
Apaf1 inhib,-1,-5,-2,11,-7
UBC13 polyUb,6,6,2,-5,1
SENP8 inh,-4,-3,-1,-9,4
HKDC1 inh,-2,-4,-8,-5,-4

(41) CCN1C(=O)[C@H]2[C@@H](c3ccc(OC)cc3)N3C(=O)CN(Cc4ccccc4)C(=O)[C@@]3(Cc3ccccc3)[C@H]2C1=O
(42) Cn1cc(Br)c(-c2cccc(NC(=O)CC(C)(C)CC(=O)O)c2)n1
(43) Cc1cccc(OC(C)C(=O)NC2CCS(=O)(=O)C2)c1C (centres undefined)
(44) Fc1ccc(CSc2ccc(-c3ccco3)nn2)cc1
(45) CCCCOC(=O)c1ccc(NC(=O)c2cc(Cl)c(Cl)cc2C(=O)O)cc1
screen / no.,41,42,43,44,45
SENP7 block,18,3,-14,46,-5
Gli-Sufu block,-2,-3,48,-74,0
697 NFkB inh,16,10,6,-56,6
Jurkat NFkB inh,-7,2,0,-48,-8
Apaf1 inhib,4,-11,-5,4,9
UBC13 polyUb,-3,4,-3,-6,-19
SENP8 inh,-10,3,-13,42,-2
HKDC1 inh,-2,-1,-8,-8,-2

(46) CCn1c(=NC(=O)c2ccc(S(=O)(=O)N(C)C)cc2)sc2cccc(OC)c21
(47) O=C(NCCOc1ccccc1)c1cc(C(=O)NCCOc2ccccc2)cc([N+](=O)[O-])c1
(48) CC(C)c1nc2oc3c(NCC4CCCO4)ncnc3c2c2c1CCC2 (centres undefined)
(49) Cn1c2ccccc2c2nnc(SC3CCOC3=O)nc21 (centres undefined)
(50) CC1CC1C(=O)N1CCN(S(=O)(=O)c2cccc(F)c2)CC1 (centres undefined)
(51) Cc1ccc(-c2nc(NCCN3CCOCC3)c3ccccc3n2)cc1
(52) O=C(Nc1ccc(S(=O)(=O)Nc2cnc3ccccc3n2)cc1)c1ccc(F)cc1
(53) COc1ccccc1N1CCN(C(=O)CSc2nnc(NC(=O)c3ccco3)s2)CC1
screen / no.,46,47,48,49,50,51,52,53
SENP7 block,5,-1,5,-6,-3,3,-3,-13
Gli-Sufu block,-6,20,4,5,1,11,11,7
697 NFkB inh,-29,5,42*,6,-1,-23,-19,-22
Jurkat NFkB inh,-15,11,7,-5,12,-17,7,-3
Apaf1 inhib,39,12,10,0,2,2,-18,4
UBC13 polyUb,u,7,12,-15,-1,6,-6,-8
SENP8 inh,0,2,-1,-11,-6,0,5,-4
HKDC1 inh,8,-3,35,-5,1,-14,-3,-5
